BRCA1 expr up – increases BRCA1 expression; MCF7-BRCA1-FFLuc reporter, luminescence, 48 h; response scale: scaled: vehicle 0%, 10 µM genistein 100%; AID 624202; 380,000 compounds, 1.1% hits; Potency, µM (top dose mostly 46.1 µM), inactives show top-dose activation, most hits filed as activators; note: nearly all actives have a fitted effect of over 80% in size; some results filed as inactive show a strong effect at the top dose
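Reporter cells (MCF7, BRCA1 promoter-firefly luciferase) received library compounds across a concentration series for 48 h. End-point luminescence was measured and concentration-effect curves derived after normalization.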
FLuc counter – counter-screen for miR-21 project: firefly luciferase inhibitors or activators. P08659. purified FLuc, Km substrates, luminescence inhibition. Potency, µM (series often up to 57.5 µM), for inactives: at the top dose activity change, negative = inhibition, most hits filed as inhibitors. 360,000 compounds, 6.9% hits;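 note: plate controls were vehicle for no effect and reference inhibitor for full effect; nearly all actives have a fitted effect of over 55% in size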
Target sequence (P08659 whole entry, looked up): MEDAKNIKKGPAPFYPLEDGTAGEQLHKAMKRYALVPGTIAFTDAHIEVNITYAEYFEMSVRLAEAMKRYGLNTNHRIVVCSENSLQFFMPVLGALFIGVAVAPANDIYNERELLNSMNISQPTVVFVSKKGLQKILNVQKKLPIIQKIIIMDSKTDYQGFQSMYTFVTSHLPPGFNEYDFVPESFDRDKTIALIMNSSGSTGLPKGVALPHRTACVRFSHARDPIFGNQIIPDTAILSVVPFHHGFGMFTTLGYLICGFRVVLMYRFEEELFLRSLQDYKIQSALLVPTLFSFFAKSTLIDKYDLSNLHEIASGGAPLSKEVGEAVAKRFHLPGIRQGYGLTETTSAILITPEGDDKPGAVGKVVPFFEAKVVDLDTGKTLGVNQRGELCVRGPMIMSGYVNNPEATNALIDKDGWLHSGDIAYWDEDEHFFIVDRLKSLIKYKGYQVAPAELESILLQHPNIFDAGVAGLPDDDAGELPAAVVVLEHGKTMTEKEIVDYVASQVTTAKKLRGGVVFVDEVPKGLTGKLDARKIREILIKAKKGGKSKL
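Biochemical qHTS of compounds, final roughly 60 µM downward over six points, against 10 nM purified firefly luciferase using Km concentrations of substrates (10 uM D-luciferin, 10 uM ATP) in Tris acetate pH 7.5 buffer; luminescence output.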
Starred values were filed as active, the others as inactive; u = inconclusive. Calls come from the whole dose curve; as a rule, active = well fitted curve in the direction sought with a large enough effect; inconclusive = small, poorly fitted or top-dose-only effect, or another doubt; inactive = no such curve, though single readings can be large; an effect the other way counts as inactive or inconclusive. Potency is the fitted concentration of half-maximal effect. The list is partial; count on the stated rates, not on these rows.

nr	canonical_smiles	FLuc counter	BRCA1 expr up
1	Cc1ccc(N(CC(=O)N2CCN(c3cccc(Cl)c3)CC2)S(=O)(=O)c2c(C)noc2C)cc1	1%	-41%
2	Cc1cccc(C(=O)Nc2cc(-c3ccccc3F)nn2-c2ccccc2)c1	-4%	0%
3	COc1cc(NC(=O)CNS(=O)(=O)c2cccs2)cc(OC)c1OC	-2%	-3%
4	COc1cccc(-c2[nH]c3c(c2-c2c(-n4cccc4)n(C)c(=O)[nH]c2=O)c(=O)[nH]c(=O)n3C)c1	-2%	0%
5	Brc1ccc(-c2cc3c(N4CCN(c5ccccc5)CC4)nccn3n2)cc1	-1%	-12%
6	COc1ccc(NC(=O)c2ccco2)cc1NC(=O)C(C)Oc1ccc(Cl)cc1Cl (stereo unspecified)	-6%	-72%
7	COc1ccc(-n2c(=O)c3sc4ccccc4c3n(CC(=O)NC3CCCCC3)c2=O)cc1	-2%	-7%
8	CC(C)c1ccc(NC(=O)Cn2c(=O)n(CCc3ccccc3)c(=O)c3ccccc32)cc1	0%	-11%
9	COc1c(Cl)cc(Cl)cc1CNCCSc1nnnn1C	-3%	7%
10	CCc1ccc(-n2c(SCc3ccccc3F)nc3[nH]ncc3c2=O)cc1	0%	-80%
11	O=C1CCCc2cc(S(=O)(=O)N3CCCC(C(=O)NCc4ccccc4)C3)ccc2N1 (stereo unspecified)	5%	-13%
12	COc1cc2c(cc1OC)C(COc1ccc(F)cc1)N(C(=O)C(C)C)CC2 (stereo unspecified)	-2%	-11%
13	CC(=O)Nc1ccccc1OCc1cc(=O)n2c3c(sc2n1)CCCC3	0%	0%
14	Cc1ccccc1NC(=O)CS(=O)(=O)c1cccc2nsnc12	-2%	7%
15	COc1ccc(OC)c(CCNC(=O)CN2C(=O)COc3ccc(S(=O)(=O)N4CCCCCC4)cc32)c1	3%	-28%
16	Cc1csc2nc(-c3cccc(NC(=O)c4c(F)cccc4F)c3)cn12	21µM*	17%
17	CCN(C(=O)c1cccn(Cc2cccc(Cl)c2)c1=O)c1ccccc1	3%	-9%
18	CC(=O)c1ccc(NC(=O)c2nc(-c3ccccc3)n(-c3ccccc3)n2)cc1	u	20%
19	COc1ccc(-c2nc3ccccc3s2)cc1NC(=O)c1ccc(C#N)cc1F	-2%	3%
20	CCOc1ccc(NC(=O)NC(CC)Cn2nnc3ccccc3c2=O)cc1 (stereo unspecified)	-7%	-10%
21	Cc1ccc(NC(=O)C(Cc2ccccc2)NS(=O)(=O)c2cccs2)cc1Cl (stereo unspecified)	1%	0%
22	COc1cc(C(CC(=O)Nc2ccc(F)cc2F)N2Cc3ccccc3C2=O)cc(OC)c1OC (stereo unspecified)	-12%	-33%
23	CCc1ccccc1N1C(=O)N(Cc2ccc(C#N)cc2)c2ccccc2S1(=O)=O	-6%	-23%
24	COc1ccc(NC(=O)c2cc3c(=O)n(Cc4cccnc4)ccc3nc2C)cc1OC	-2%	13%
25	Cc1ccc(N(CC(=O)Nc2ccc(Br)c(C)c2)S(=O)(=O)c2cccs2)cc1	0%	-3%

6 records drawn at random from the list so far, as already listed:
nr	canonical_smiles	FLuc counter	BRCA1 expr up
24	COc1ccc(NC(=O)c2cc3c(=O)n(Cc4cccnc4)ccc3nc2C)cc1OC	-2%	13%
22	COc1cc(C(CC(=O)Nc2ccc(F)cc2F)N2Cc3ccccc3C2=O)cc(OC)c1OC (stereo unspecified)	-12%	-33%
6	COc1ccc(NC(=O)c2ccco2)cc1NC(=O)C(C)Oc1ccc(Cl)cc1Cl (stereo unspecified)	-6%	-72%
8	CC(C)c1ccc(NC(=O)Cn2c(=O)n(CCc3ccccc3)c(=O)c3ccccc32)cc1	0%	-11%
5	Brc1ccc(-c2cc3c(N4CCN(c5ccccc5)CC4)nccn3n2)cc1	-1%	-12%
21	Cc1ccc(NC(=O)C(Cc2ccccc2)NS(=O)(=O)c2cccs2)cc1Cl (stereo unspecified)	1%	0%

New compounds follow.
nr	canonical_smiles	FLuc counter	BRCA1 expr up
26	CN(C)S(=O)(=O)c1ccc2c(c1)nnn2CCNC(=O)Nc1ccc(Br)cc1	3%	13%
27	Cc1cc(-c2nc3ncccc3o2)ccc1NC(=O)COc1cc(C)c(Cl)c(C)c1	0%	5%
28	CCCN1CCN(CCNC(=O)Nc2cc(OC)cc(OC)c2)CC1	-2%	-13%
29	CCCN1CCN(c2ncnc3sc(C(=O)Nc4ccc(C(C)C)cc4)c(C)c23)CC1	-6%	-27%
30	CCOC(=O)c1c(-c2ccc(C)cc2)csc1NC(=O)c1cc(-c2ccc(Cl)cc2)on1	-1%	0%
31	Cc1noc(-c2ccc(NCc3ccccc3)c([N+](=O)[O-])c2)n1	-16%	22%
32	COc1ccccc1Cc1nc2ccccc2nc1SCC(=O)NCCc1ccccc1	-3%	9%
33	COc1ccc(C(=O)c2sc(Nc3cc(Cl)ccc3C)nc2N)cc1OC	u	-16%
34	CCN(CC)S(=O)(=O)c1ccc2c(c1)c(=O)c(C(=O)NCc1ccccc1)cn2C	-3%	-24%
35	CCOC(=O)CSc1nc2c(sc3ccccc32)c(=O)n1CCc1ccccc1	5%	5%
36	CCn1cc(C(=O)OCC(=O)Nc2cc(C)cc(C)c2)c(=O)c2ccc(C)nc21	-2%	-1%
37	CNC(=O)CN1C(=O)COc2ccc(S(=O)(=O)N3CCC(C)CC3)cc21	-3%	13%
38	COc1cc(C(=O)Nc2cc(C)c(O)c(-c3nc4cc(Cl)ccc4o3)c2)cc(OC)c1OC	-4%	6%
39	Cc1cccc(N2C(=O)CSC23C(=O)N(CC(=O)NCc2ccccc2Cl)c2ccccc23)c1 (stereo unspecified)	-4%	-43%
40	Cc1cccc(C(=O)OCc2cc(=O)n3nc(C4CC4)sc3n2)c1	-6%	16%
41	CCN1CCN(CCCNC(=O)c2cc3c(=O)n(CC)c4ccccc4c3s2)CC1	5%	-60%
42	COc1ccc(C2CC(=O)N(CC(=O)Nc3cc(C)ccc3C)c3ccccc3S2)cc1 (stereo unspecified)	5%	1%
43	CSc1ccc(NC(=O)C2CCN(c3ncccn3)CC2)cc1	0%	25%
44	COc1ccc(C(=O)NCCn2cc(SCc3cc(C)ccc3C)c3ccccc32)cc1	-10%	-60%
45	CCC(=O)N1CCc2cc(Br)cc(S(=O)(=O)NCc3ccc(Cl)cc3)c21	-8%	-19%
46	COc1ccc(OC)c(CCNC(=O)c2cc3c(=O)n(C)c4ccccc4c3n2C)c1	3%	-14%
47	CCc1nn(Cc2ccc(Cl)cc2)c(=O)c2cc3cc(C)ccc3n12	2%	0%
48	COc1ccc(NC(=O)Cn2c(=O)c3ccccc3n3nncc23)c(OC)c1	-1%	5%
49	Cc1cc(C)cc(NC(=O)CCc2c(C)nc3c(c2C)c(=O)n(C)c(=O)n3C)c1	-3%	3%
50	CC1=C(C(=O)Nc2ccc(Cl)cc2)C(c2cccs2)n2nc(SCc3cccc(Cl)c3)nc2N1 (stereo unspecified)	-6%	7%
51	CCOc1ccc(C(=O)c2cn(CC(=O)Nc3ccc4c(c3)OCO4)c3ccc(OCC)cc3c2=O)cc1	1%	-9%
52	Cc1ccc(C)c(N2CCN(C(=O)c3cc(S(=O)(=O)N4CCC(C)CC4)cn3C)CC2)c1	-1%	10%
53	CCOC(=O)c1cc(S(=O)(=O)N2CCN(c3cc(C)ccc3C)CC2)[nH]n1	u	4%
54	CCc1ccc(NS(=O)(=O)c2cc(-c3cnc(C4CC4)o3)ccc2C)cc1	0%	-61%
55	CCc1ccc(C(=O)c2cn(CC(=O)Nc3ccc4c(c3)OCO4)c3ccc(OC)cc3c2=O)cc1	-9%	-25%
56	CN(CC(=O)NCc1ccc(Cl)cc1)S(=O)(=O)c1ccc2c(c1)c(=O)n(C)c(=O)n2C	3%	-3%
57	CCc1ccc(Sc2cc(C(=O)NCc3cccc(OC)c3)c3ccccc3n2)cc1	5%	-29%
58	COC(=O)N1CCCc2cc(S(=O)(=O)N3CCN(c4ccccc4)CC3)ccc21	-6%	0%
59	COC(=O)CC1Oc2ccccc2-n2cc(-c3ccc(Cl)cc3)nc21 (stereo unspecified)	4%	54%
60	Fc1ccc(Nc2ncnc3onc(-c4ccc(Cl)cc4)c23)cc1Cl	-5%	-36%
61	COc1cc(Cl)c(C)cc1Nc1nc2ccccc2nc1NS(=O)(=O)c1ccccc1	u	-54%
62	COc1ccc2c(c1)c1c(c(=O)n(Cc3ccccc3)c(=O)n1CC(=O)Nc1cc(C)cc(C)c1)n2C	1%	-5%
63	Cc1cccc(N2C(=O)CSC23C(=O)N(Cc2cccc(F)c2)c2ccccc23)c1 (stereo unspecified)	2%	-69%
64	CCc1nn2c(=O)cc(COC(=O)COc3ccc(OC)cc3)nc2s1	-5%	0%
65	CCCCNC(=O)[C@@H](c1ccccc1)N1Cc2ccccc2C1=O	-1%	0%
66	COc1ccc2c(CNCC(C)c3ccccc3)c(C(=O)O)n(Cc3ccc(F)cc3Cl)c2c1 (stereo unspecified)	-5%	-5%
67	O=C(CN1C(=O)C2(SCC(=O)N2c2cccc(F)c2)c2ccccc21)NCc1ccccc1Cl (stereo unspecified)	-1%	-36%
68	O=C(c1ccc2c(c1)N(Cc1ccccc1F)C(=O)c1ccccc1S2(=O)=O)N1CCC(Cc2ccccc2)CC1	-3%	11%
69	COc1ccc(NC(=O)CN(C)S(=O)(=O)c2ccc(C(=O)N3CCOCC3)s2)cc1	-8%	-29%
70	Cn1ccc2cc(S(=O)(=O)N3CCN(C(=O)Nc4ccccc4F)CC3)ccc21	-4%	17%
71	CCn1cc(C(=O)NCCc2ccc(Cl)cc2)c(=O)c2cc(S(=O)(=O)N3CCc4ccccc4C3)ccc21	-3%	2%
72	Cc1ccc(CCNC(=O)CCCn2c(=O)c3ccccc3n(CC(=O)Nc3cc(Cl)ccc3C)c2=O)cc1	1%	-29%
73	CCn1cc2nc(SCc3ccccc3Cl)n(Cc3ccc(OC)cc3)c(=O)c2n1	-1%	-13%

3 compounds already listed, ordered by length of the SMILES, descending.
nr	canonical_smiles	FLuc counter	BRCA1 expr up
48	COc1ccc(NC(=O)Cn2c(=O)c3ccccc3n3nncc23)c(OC)c1	-1%	5%
31	Cc1noc(-c2ccc(NCc3ccccc3)c([N+](=O)[O-])c2)n1	-16%	22%
14	Cc1ccccc1NC(=O)CS(=O)(=O)c1cccc2nsnc12	-2%	7%

Among those listed so far, 4 have bromine.
nr	canonical_smiles	FLuc counter	BRCA1 expr up
5	Brc1ccc(-c2cc3c(N4CCN(c5ccccc5)CC4)nccn3n2)cc1	-1%	-12%
25	Cc1ccc(N(CC(=O)Nc2ccc(Br)c(C)c2)S(=O)(=O)c2cccs2)cc1	0%	-3%
26	CN(C)S(=O)(=O)c1ccc2c(c1)nnn2CCNC(=O)Nc1ccc(Br)cc1	3%	13%
45	CCC(=O)N1CCc2cc(Br)cc(S(=O)(=O)NCc3ccc(Cl)cc3)c21	-8%	-19%

Assay outcomes as filed in PubChem BioAssay.
